FUS yeast rescue: suppressors of FUS proteinopathy in yeast | S. cerevisiae FUS-expressing, growth rescue, OD600, 24 h | 0.24% of 390,000 active | AID 1347120 | Potency, µM (series often up to 76.6 µM), without a hit: at the highest dose growth rescue (activation), actives largely listed as activators;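 further: potency means the concentration at half of the fitted maximal effect; plate controls were DMSO vehicle for no effect and reference control for full effect; nearly all actives have a fitted effect of over 55% in size; some results filed as inactive show a strong effect at the top dose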
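Galactose (2%) drives FUS expression in yeast precultured in raffinose; seeding density OD 0.005. Test compounds incubated 24hr at 30C and 99% humidity before absorbance at 600 nm was measured.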
DRD3 antagonist: antagonists of human D3 dopamine receptor. P35462. D3R cells, DiscoveRx beta-arrestin luminescence, antagonist mode; hits give low values. max response, negative = inhibition, %. 2.5% of 360,000 active. AID 652054; in the data active means max response below about -50%; inconclusive means no clear call, values can overlap the other calls; further: on the % scale 0 is the no-effect control and ±100 the full control effect; mostly tested at two doses, the higher about 12 µM
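Cells plated overnight at 1500 cells/well, then exposed to library compounds with dopamine controls for 90 minutes at 37 degrees C. DiscoveRx reagent added for 30–60 minutes at room temperature; luminescence read, quantitative HTS format.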
GLP-1R inv ag: inverse agonists of human GLP-1 receptor; Potency, µM (doses to about 38.3 µM), inactives show at the highest dose activity change, negative = inhibition, hits mostly inhibitors; P43220; 1.6% of 410,000 active; HEK293 GLP-1R CRE-luciferase, luminescence, 24 h; GLP-1R form is constitutively active; further: potency means the concentration at half of the fitted maximal effect; on the % scale 0 is the no-effect control and ±100 the full control effect; nearly all actives have a fitted effect of over 55% in size
Target sequence (P43220 whole entry, looked up): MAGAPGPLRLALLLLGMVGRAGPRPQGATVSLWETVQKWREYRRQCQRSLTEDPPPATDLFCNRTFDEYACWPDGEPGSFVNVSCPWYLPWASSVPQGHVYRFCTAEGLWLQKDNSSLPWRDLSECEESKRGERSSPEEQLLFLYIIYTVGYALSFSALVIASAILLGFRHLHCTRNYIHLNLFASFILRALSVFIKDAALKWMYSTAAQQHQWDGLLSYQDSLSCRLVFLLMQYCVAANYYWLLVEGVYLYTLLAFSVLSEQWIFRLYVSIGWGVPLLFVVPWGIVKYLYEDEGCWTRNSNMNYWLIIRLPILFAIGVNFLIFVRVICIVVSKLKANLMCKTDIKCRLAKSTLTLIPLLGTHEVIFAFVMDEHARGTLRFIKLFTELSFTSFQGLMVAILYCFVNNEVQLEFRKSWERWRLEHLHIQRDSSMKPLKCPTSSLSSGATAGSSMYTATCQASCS
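Readout was luciferase luminescence, measured 12 min after detection reagent at room temperature. Beforehand, GLP-1R reporter HEK293 cells had sat 12 h, then received compounds for 24 hr at 37 deg C.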
TDP-43 yeast inh: TDP-43 toxicity inhibition in yeast; 1.8% of 410,000 active; TDP-43 expressing yeast growth rescue, BacTiter-Glo, 24 h; Potency, µM (titrated, usually from 46.1 µM), without a hit: top-dose growth rescue (activation), usual class: activators; further: potency means the concentration at half of the fitted maximal effect; % of control where 0% means no effect; nearly all actives have a fitted effect of over 50% in size
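Yeast expressing TDP-43 (pregrown in raffinose, seeded at OD600=0.02 in galactose medium) exposed to compounds 24 hr at 30 deg C. Growth read by BacTiter-Glo luminescence; rescue of toxicity appears as increased signal.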
PTHR1 agonist: activates the human parathyroid hormone receptor PTHR1. HEK293 GP2 PTHR1 cells, GloSensor cAMP luminescence, 1 h. Potency, µM (titrated, usually from 115 µM), for inactives: at the top dose activation, actives largely listed as activators. 0.075% of 410,000 active. AID 743266; further: potency means the concentration at half of the fitted maximal effect; nearly all actives have a fitted effect of over 55% in size; some results filed as inactive show a strong effect at the top dose; inactives centre near -15; many of its hits are not listed in these tables
Target sequence (Q03431 whole entry, looked up): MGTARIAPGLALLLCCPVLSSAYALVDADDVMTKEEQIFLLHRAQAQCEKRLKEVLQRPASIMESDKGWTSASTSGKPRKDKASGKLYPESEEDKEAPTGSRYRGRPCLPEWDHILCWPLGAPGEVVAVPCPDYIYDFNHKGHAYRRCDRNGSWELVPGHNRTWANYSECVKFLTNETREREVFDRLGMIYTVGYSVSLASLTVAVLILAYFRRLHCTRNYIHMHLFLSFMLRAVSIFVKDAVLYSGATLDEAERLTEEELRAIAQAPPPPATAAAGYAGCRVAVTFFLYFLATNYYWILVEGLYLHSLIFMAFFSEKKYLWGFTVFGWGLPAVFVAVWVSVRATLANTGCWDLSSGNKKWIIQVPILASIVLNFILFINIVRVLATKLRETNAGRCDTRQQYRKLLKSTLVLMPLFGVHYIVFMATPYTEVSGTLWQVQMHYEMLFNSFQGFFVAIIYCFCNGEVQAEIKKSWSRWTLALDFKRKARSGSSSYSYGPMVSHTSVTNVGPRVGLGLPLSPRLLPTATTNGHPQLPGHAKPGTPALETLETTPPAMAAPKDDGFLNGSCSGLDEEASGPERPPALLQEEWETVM
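HEK-293-derived GP2 cells expressing PTHR1 and a GloSensor cAMP reporter, 3,000/well, plated overnight, given luciferin plus IBMX (each 0.5 mM as added) for 1 h at 37 °C, then compound for 1 h at 37 °C. Luminescence was read after 15 min at room temperature.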
aSyn rescue: rescues yeast growth from alpha-synuclein toxicity. Yeast expressing alpha-synuclein, growth rescue, BacTiter-Glo, 24 h. Potency, µM (doses to about 46.1 µM), without a hit: at the highest dose growth rescue (activation), actives largely listed as activators. 0.14% of 370,000 active; further: potency means the concentration at half of the fitted maximal effect; % of control where 0% means no effect; nearly all actives have a fitted effect of over 65% in size
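Readout is rescue of growth in alpha-synuclein-expressing yeast, so inhibitors of toxicity appear as activators. Growth after 24 hr at 30 deg C in galactose medium is quantified by luminescence.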
GLP1R ag: GLP-1 receptor (human) agonism | P43220 | Potency, µM (highest dose often 45.6 µM), for inactives: at the top dose activation, usual class: activators | 0.007% of 380,000 active | HEK293 GLP-1R CRE-luciferase, luminescence, 4-6 h; cells express a hypersensitive GLP-1R form; further: potency means the concentration at half of the fitted maximal effect; % of control where 0% means no effect
Akt phos inh: Akt phosphorylation inhibition; Neuro2A IGF-stimulated pAkt S473 HTRF, 20 min; hits give low values; activity change, % for hits at 50 µM; 0.32% of 360,000 active; in the data active means activity change below about -80%; inconclusive means mostly about -51% to -80%; further: on the % scale 0 is the no-effect control and ±100 the full control effect
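Neuro2A cells (4,500/well, DMEM with 0.5% FBS) were treated with compound at a single 50 µM final concentration, stimulated with 6 nM IGF for 20 min at 37 °C, and lysed. Phospho-Akt Ser473 was read by HTRF as 665/615 ratio ×10^4.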
Abeta rescue: compounds reversing amyloid beta toxicity in yeast. yeast expressing A-beta42, growth rescue, OD600, 48 h; response scale: 0% DMSO, 100% iron-clioquinol control. Potency, µM (titrated, usually from 46.1 µM), without a hit: at the top dose growth rescue, actives largely listed as activators. 0.063% of 410,000 active; further: potency means the concentration at half of the fitted maximal effect; nearly all actives have a fitted effect of over 55% in size
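Yeast A-beta toxicity model in growth medium with pinned compounds, 48 h at 30 C; growth read as absorbance at 600 nm. Normalized to FeCl3/clioquinol equimolar mix (positive) and DMSO (negative).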
The depositor's hits bear a star; i = inactive; ? = inconclusive; . = no result given; [ ] = remark or other dose. Unless noted, the call rests on the fitted dose curve; in most records, active means well fitted curve in the direction sought with a large enough effect; inconclusive means small, poorly fitted or top-dose-only effect, or another doubt; inactive means no such curve, though single readings can be large; an effect the other way counts as inactive or inconclusive. This is a subset (hit frequency here may not be typical).

SMILES | FUS yeast rescue | DRD3 antagonist | GLP-1R inv ag | TDP-43 yeast inh | PTHR1 agonist | aSyn rescue | GLP1R ag | Akt phos inh | Abeta rescue
COc1ccc(NC(=O)COC(=O)C2CCN(S(=O)(=O)c3cccs3)CC2)cc1OC | 13.8% | -9.2 | 10.9% | -14.4% | i | -0.2% | 9.9% | i | 5.7%
O=C(COc1ccc2c(c1)oc(=O)c1ccccc12)NCCCN1CCOCC1 | 25.7% | ? | 118.5%[activator] | 0.0% | -36.6% | 0.5% | -6.9% | i | -21.7%
Cc1nonc1C1CCCN1Cc1cn[nH]c1-c1ccc2c(c1)OCO2 (configuration not stated) | 1.6% | 4.3 | -11.7% | 2.4% | -1.7% | 3.6% | -0.2% | i | -0.1%
Cc1cccc(NC(=O)C2CCN(c3nnc(C)c4c(C)n(-c5ccccc5)nc34)CC2)c1C | 27.2% | . | 11.3% | -12.8% | i | . | . | . | -23.7%
Cc1cccc(NC(=O)CSc2ncc(-c3ccc(Br)cc3)[nH]2)c1 | 30.1% | . | -24.0% | 27.9% | -32.2%[inhibitor] | . | . | . | 10.1%
CC(C)CCNc1ncnc2c1cnn2-c1cccc(Cl)c1 | -20.9% | . | ? | ? | -13.5% | . | . | . | -8.9%
Cn1cnc(S(=O)(=O)NCc2cccs2)c1 | -12.3% | 0.0 | 23.3% | 12.4% | i | 5.6% | -11.5% | i | 6.9%
CSc1nc2c(=S)[nH]c(=S)[nH]c2s1 | -2.0% | -15.1 | 1.1% | 26.3% | -19.5% | 13.7% | -6.6% | i | -13.0%
COc1cccc(NC(=O)c2cnc(SCC(=O)N3CCOCC3)n(C)c2=O)c1 | 3.3% | . | -4.3% | 21.2% | -60.8%[inhibitor] | . | . | . | -4.3%
Cc1cc(C)cc(NC(=O)CN2C(=O)c3ccccc3Sc3ncccc32)c1 | 16.3% | . | -14.9% | -1.3% | -7.6% | . | 1.3% | . | -14.7%
O=C(CN1C(=O)C2CC=C(Cl)CC2C1=O)NCc1ccccc1 (configuration not stated) | 5.7% | 40.7 | 1.0% | 11.2% | i | -5.9% | -8.2% | i | 18.5%
Cc1ccc(C)c(Nc2ccc(C(=O)NCCc3ccccc3)cn2)c1 | -11.6% | -3.6 | -17.2% | 22.0% | -5.1% | -3.5% | -3.0% | i | -3.8%
CCOC(=O)Cn1nc(CC)c2ccccc2c1=O | -31.2% | -13.2 | -30.5% | -6.2% | i | -0.1% | -6.5% | i | -12.0%
Cc1cc(NC(=O)CCC(=O)N(CCC(C)C)C(C(=O)NC2CCCC2)c2cccnc2)no1 (configuration not stated) | 28.3% | 8.1 | -5.0% | -10.5% | i | -3.6% | 1.9% | i | -1.4%
COc1ccccc1NC(=O)CN1CCN(Cc2ccccc2)CC1 | 13.3% | -13.8 | 133.5%[activator] | 0.0% | i | 0.7% | 4.8% | i | 5.3%
COC(=O)CN(C(=S)Nc1ccc(Cl)cc1)C1CC(=O)N(c2ccc(OC)cc2)C1=O (configuration not stated) | 36.8% | 12.9 | -4.3% | -8.9% | 22.5%[57.5 µM] | 1.3% | 1.9% | i | 6.6%
COc1cccc(NC(=S)NN=C2CCC(C(C)(C)C)CC2)c1 (configuration not stated) | 27.8% | ? | ? | 6.1% | -14.4% | -17.5% | 15.0% | i | ?
CCn1c(SCC(=O)c2c(N)n(C3CC3)c(=O)[nH]c2=O)nc2cc(S(N)(=O)=O)ccc21 | -13.7% | -1.6 | -0.3% | 8.6% | -3.3% | 1.4% | 3.6% | i | 3.7%
COc1ccc(-c2nnc(SCCC(=O)O)n2C)cc1OC | 13.9% | 13.2 | -1.4% | 12.2% | i | 1.3% | -11.9% | i | 21.8%
CC(=O)Nc1ccc(NC(=O)CSc2ccc(C)cc2)cc1 | 15.8% | 10.2 | 44.9%[activator] | 9.2% | -10.1% | 2.3% | 4.2% | i | -11.5%
CCCCON1C(=O)c2cccc3cccc(c23)C1=O | -16.3% | 16.1 | 20.5% | 23.5% | i | 3.4% | 9.6% | i | -32.2%[inhibitor]
O=C(Nc1nc2c(s1)CCCC2)c1ccc(Br)o1 | 5.2% | -3.0 | ? | 18.8% | -9.0%[57.5 µM] | -28.2% | -9.6% | i | -1.9%
CC(=O)NN1C(=O)c2ccc3c4c(ccc(c24)C1=O)C(=O)N(NC(C)=O)C3=O | -6.5% | 72.9 | ? | ? | i | -1.3% | -5.3% | i | -21.3%
COc1ccc(OCCSc2nnc3sc4ccccc4n23)cc1 | 13.1% | 1.6 | 5.1% | 15.8µM* | -27.3%[57.5 µM] | 12.1% | 18.9% | i | 8.0%
Cc1ccc(NS(=O)(=O)c2ccc(NC(=O)C(C)Sc3ccc(Cl)cc3)cc2)c(C)c1 (configuration not stated) | 17.5% | -4.9 | 10µM* | 0.0% | -16.4% | ? | 1.8% | i | -1.9%

Carrying on.
SMILES | FUS yeast rescue | DRD3 antagonist | GLP-1R inv ag | TDP-43 yeast inh | PTHR1 agonist | aSyn rescue | GLP1R ag | Akt phos inh | Abeta rescue
COC(=O)c1c(N)n(-c2ccc(OC)c(OC)c2)c2nc3ccccc3nc12 | -13.2% | . | 7.8% | 12.2% | i | -12.9% | 5.9% | . | -16.6%
O=C(O)CC1(CC(=O)Nc2ccccc2N2CCOCC2)CCCC1 | -3.7% | 6.2 | 0.4% | 7.6% | -0.6% | 7.6% | 1.7% | i | 10.4%
CCCCn1c(SCC(=O)c2ccc(OC)c(OC)c2)nc2cc(S(N)(=O)=O)ccc21 | 37.4% | 11.6 | 64.1%[activator] | 5.7% | -25.8%[57.5 µM] | 4.0% | 16.1% | i | -8.5%
NS(=O)(=O)c1ccc(CNS(=O)(=O)c2ccc(Cl)nc2)cc1 | 5.1% | -5.4 | 5.8% | -15.0%[0.397 µM] | i | -2.9% | 8.8% | i | -6.0%
CC(=O)c1cccc(CN2CCCC(N3CCN(c4ccccc4F)CC3)C2)c1 (configuration not stated) | -10.7% | ? | -14.6% | 1.7% | 13.3% | -1.5% | -0.3% | i | 9.6%
CC(=O)C[C@@H](O)CC(=O)[C@@H]1OC(=O)[C@@H](C)C/C=C\Cc2ccccc21 | -4.8% | 24.5 | -5.9% | 13.0% | -24.9% | 1.5% | -0.9% | i | -0.6%
Cc1ccc(C(=O)Nc2ccc(C)c(S(=O)(=O)N(C)C)c2)s1 | 18.8% | 19.1 | -15.1% | ? | -40.1% | -0.6% | 1.8% | i | -14.3%
O=c1[nH]c2cnccc2n1-c1ccccc1 | -12.3% | 0.0 | 70.9%[activator] | 17.0% | i | -0.5% | 0.9% | i | 8.1%
Cc1nc2ccccc2n1C(=O)N1CCOCC1 | 21.7% | -9.8 | 7.4% | -10.0% | ? | -1.7% | -5.1% | i | -10.5%
COC(=O)C1=C(C)OC(N)=C(C#N)C1c1cc(OC)c(OCC(N)=O)cc1Cl (configuration not stated) | 15.4% | -11.5 | 3.6% | 16.0% | -9.4%[57.5 µM] | -1.1% | 8.1% | i | -15.7%
O=C1Nc2ccc(Br)cc2/C1=C/C(=O)c1ccc2c(c1)OCO2 | 43.2% | ? | ? | -68.1%[inhibitor] | i | -42.6%[inhibitor] | -0.7% | i | -66.6%[inhibitor]
COc1cc(C2NC(=O)NC(C)=C2C(=O)Nc2cc(C)cc(C)c2)ccc1O (configuration not stated) | -5.1% | . | 21.3% | 24.9% | -8.9% | . | 0.3% | . | -7.3%
COc1ccc(CNC(=O)CNC(=O)N2CC(=O)Nc3ccccc32)cc1 | -0.7% | 2.3 | 0.4% | 7.8% | i | -0.9% | -0.3% | i | -4.4%
Cc1cc(C(=O)Nc2cccc3ccccc23)oc1C | -15.2% | -1.5 | 4.5% | ? | -1.8% | -0.2% | 17.2% | i | -8.5%
O=C(c1ccc(C(F)(F)F)cc1)N1CCC(c2nc(-c3ccc(S(=O)(=O)N4CCCC4)cc3)no2)CC1 | 6.2% | . | 7.4% | 7.5% | -4.8% | . | . | . | -9.2%
O=C(NCCCc1ccccc1)c1ccc(-n2cncn2)c([N+](=O)[O-])c1 | 9.9% | -1.1 | 2.6% | -5.7% | i | 5.8% | 12.2% | i | 11.8%
CC1CN(S(=O)(=O)c2cccc(C(=O)Nc3ccc(S(=O)(=O)Nc4ncccn4)cc3)c2)CC(C)O1 (configuration not stated) | 3.9% | -23.6 | 6.4% | -16.6% | i | 0.4% | 1.2% | i | -8.1%
Cc1cc(C)n(-c2ccc(Cl)c(C(=O)Nc3cc(C(F)(F)F)ccc3Cl)n2)n1 | . | -2.4 | -1.9% | -20.2% | i | 0.9% | -0.3% | i | -16.6%
NC(=O)c1ccccc1NC(=O)CN1c2ccccc2S(=O)(=O)c2ccccc21 | -19.2% | . | 6.6% | 6.7% | i | . | . | . | -7.2%
CCCCN(C(=O)C1CCCC1)c1c(N)n(CCC)c(=O)[nH]c1=O | -0.6% | 0.0 | 7.8% | 22.2% | i | -1.4% | -6.1% | i | 19.9%
COc1ccc(C(=O)NCc2ccc(C)cc2)cc1S(=O)(=O)N1CCOCC1 | 1.6% | ? | -5.8% | -4.6% | -11.9% | -18.1% | 0.5% | i | -7.4%
O=C(CSc1nnc2scc(-c3ccccc3)n12)Nc1ccc(Cl)cc1 | -4.8% | . | 1.2% | 4.7% | i | . | . | . | -10.7%
Cc1ccccc1Nc1c(-c2c(F)cccc2Cl)nc2ccc(Br)cn12 | -11.3% | . | -16.3% | -3.6% | i | . | . | . | -21.8%

Shown as a hit in GLP-1R inv ag (from the list above):
Structure,DRD3 antagonist,GLP-1R inv ag,PTHR1 agonist,GLP1R ag,Akt phos inh
Cc1ccc(NS(=O)(=O)c2ccc(NC(=O)C(C)Sc3ccc(Cl)cc3)cc2)c(C)c1 (configuration not stated),-4.9,10µM*,-16.4%,1.8%,i

Bioassay records as filed in PubChem.
